MCF10A rereplic = A quantitative high throughput screen for small molecules that induce DNA re-replication in MCF 10a normal breast cells; MCF 10A DNA re-replication, Hoechst nuclear intensity, 48 h; Potency, µM (highest dose often 46.1 µM), for the others: at the top dose activity, positive = re-replication, hits mostly activators; hit rate 2.9% among 350,000; further: potency means the concentration at half of the fitted maximal effect; % of control where 0% means no effect; nearly all actives have a fitted effect of over 50% in size
IL-1B inflam inh = qHTS for Inhibitors of Inflammasome Signaling: IL-1-beta AlphaLISA Primary Screen. hit rate 4.7% among 360,000. activity change, % at 57.5 µM. THP-1 LPS/ATP IL-1B secretion, AlphaLISA, 16 h; stronger effect = lower value; in the data active means activity change below about -50%; inconclusive means mostly about -30% to -49%; further: on the % scale 0 is the no-effect control and ±100 the full control effect
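Secreted IL-1B measured by AlphaLISA bead assay after 16 h compound exposure of THP-1 cells; compounds (final up to 57.5 uM) added 1 h before LPS (250 ng/mL) and ATP (1.25 mM) stimulation; lower signal means less secretion.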
WRN helicase inh = qHTS for Inhibitors of WRN Helicase; Bifunctional 3'-5' exonuclease/ATP-dependent helicase WRN (Homo sapiens), Q14191; WRN helicase unwinding, fluorescent forked duplex, kinetic; Potency, µM (highest dose often 114 µM), inactives show at the highest dose activity change, negative = inhibition, actives largely listed as inhibitors; hit rate 0.46% among 360,000; AID 651768, 2012; further: potency means the concentration at half of the fitted maximal effect; on the % scale 0 is the no-effect control and ±100 the full control effect; nearly all actives have a fitted effect of over 55% in size
Target sequence (Q14191 whole entry, looked up): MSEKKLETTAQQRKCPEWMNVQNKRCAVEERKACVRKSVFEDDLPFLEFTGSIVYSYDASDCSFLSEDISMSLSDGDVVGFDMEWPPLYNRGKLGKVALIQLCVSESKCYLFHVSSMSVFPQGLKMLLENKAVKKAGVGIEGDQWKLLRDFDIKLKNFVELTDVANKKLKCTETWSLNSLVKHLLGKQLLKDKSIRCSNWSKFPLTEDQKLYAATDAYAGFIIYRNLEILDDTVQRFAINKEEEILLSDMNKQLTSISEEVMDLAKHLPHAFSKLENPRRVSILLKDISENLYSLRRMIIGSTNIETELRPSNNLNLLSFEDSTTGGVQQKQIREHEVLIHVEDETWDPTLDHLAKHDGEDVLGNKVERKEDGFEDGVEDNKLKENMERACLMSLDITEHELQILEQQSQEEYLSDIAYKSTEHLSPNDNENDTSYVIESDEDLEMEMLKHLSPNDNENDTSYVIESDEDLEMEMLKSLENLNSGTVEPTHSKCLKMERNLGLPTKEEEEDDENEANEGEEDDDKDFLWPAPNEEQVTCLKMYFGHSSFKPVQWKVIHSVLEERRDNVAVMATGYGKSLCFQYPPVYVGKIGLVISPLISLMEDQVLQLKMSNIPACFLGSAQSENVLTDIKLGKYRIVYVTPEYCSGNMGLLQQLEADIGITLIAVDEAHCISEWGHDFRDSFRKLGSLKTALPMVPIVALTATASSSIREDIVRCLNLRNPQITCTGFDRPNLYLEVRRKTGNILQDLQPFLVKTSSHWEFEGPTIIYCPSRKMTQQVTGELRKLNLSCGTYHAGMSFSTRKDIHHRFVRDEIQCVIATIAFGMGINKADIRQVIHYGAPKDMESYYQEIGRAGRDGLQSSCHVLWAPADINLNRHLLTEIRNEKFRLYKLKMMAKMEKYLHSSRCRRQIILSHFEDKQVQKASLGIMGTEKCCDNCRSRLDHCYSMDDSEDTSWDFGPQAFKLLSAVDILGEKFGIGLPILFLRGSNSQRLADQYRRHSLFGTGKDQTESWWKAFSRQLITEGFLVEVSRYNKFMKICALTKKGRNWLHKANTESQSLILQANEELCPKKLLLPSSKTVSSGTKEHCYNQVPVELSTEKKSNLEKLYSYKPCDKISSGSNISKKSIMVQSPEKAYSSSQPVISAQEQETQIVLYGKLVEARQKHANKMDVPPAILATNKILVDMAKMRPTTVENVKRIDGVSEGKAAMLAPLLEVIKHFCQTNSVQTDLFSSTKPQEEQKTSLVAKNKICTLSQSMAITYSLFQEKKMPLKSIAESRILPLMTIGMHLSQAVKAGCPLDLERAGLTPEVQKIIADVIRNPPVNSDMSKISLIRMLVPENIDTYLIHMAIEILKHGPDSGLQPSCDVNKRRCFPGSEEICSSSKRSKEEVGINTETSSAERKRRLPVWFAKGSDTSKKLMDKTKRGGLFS
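Primary qHTS, 1536-well format. 20 nM WRN + compound, 15 min RT; start with 100 nM forked fluorophore/quencher duplex, 2 mM ATP (final); kinetic read ex 525/em 598 nm.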
ATXN2 expr inh = Primary qHTS for Inhibitors of ATXN expression; hit rate 0.72% among 360,000; HEK-293 ATXN2-luciferase reporter, luminescence, 24 h; Potency, µM (doses to about 57 µM), for the others: at the highest dose activity change, negative = inhibition, most hits filed as inhibitors; AID 1745845, 2022; further: potency means the concentration at half of the fitted maximal effect; on the % scale 0 is the no-effect control and ±100 the full control effect; nearly all actives have a fitted effect of over 55% in size
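ATXN2-luciferase reporter cells (luciferase flanked by upstream and downstream ATXN2 gene portions) were treated 24 h at 37 °C with compounds at up to 57 uM. SteadyGlo luminescence gave expression; GF-AFC fluorescence gave viability.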
HT1080-NT tox = qHTS for induction of synthetic lethality in tumor cells producing 2HG: qHTS for the HT-1080-NT fibrosarcoma cell line | HT-1080-NT fibrosarcoma viability, CellTiter-Glo ATP luminescence, 48 h | Potency, µM (titrated, usually from 46.1 µM), without a hit: at the highest dose activity, negative = less viability, actives largely listed as cytotoxic | hit rate 1.6% among 360,000;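 further: NT is the 2HG producing partner of a matched IDH1 knockdown line; potency means the concentration at half of the fitted maximal effect; 0% = DMSO-treated cells and -100% = media-only wells without cells; nearly all actives have a fitted effect of over 55% in size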
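Compounds were tested in concentration-response format on HT-1080-NT cells for 48 hours at 37 degrees C. Cell viability came from CellTiter-Glo luminescence; curves were classified by r2, response magnitude and activity.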
KB-3-1 tox = qHTS assay for MDR1-selective chemotherapeutics: Primary screen using the parental adenocarcinoma cell KB-3-1. AID 1347075, 2019. KB-3-1 viability, CellTiter-Glo ATP luminescence, 72 h. hit rate 1.4% among 400,000. Potency, µM (top dose mostly 46.1 µM), for inactives: top-dose activity change, negative = cytotoxic, hits mostly cytotoxic; further: potency means the concentration at half of the fitted maximal effect; on the % scale 0 is the no-effect control and ±100 the full control effect; nearly all actives have a fitted effect of over 60% in size
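Parental KB-3-1 viability, qHTS format: 72 h compound exposure, 37 °C; CellTiter-Glo; media-only wells and DMSO plates as controls; concentration-effect fits on corrected data.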
HT1080 IDH1KD tx = qHTS for induction of synthetic lethality in tumor cells producing 2HG: qHTS for the HT-1080-IDH1KD cell line; hit rate 2% among 360,000; HT-1080 IDH1 knockdown viability, ATP luminescence, 48 h; Potency, µM (doses to about 46.1 µM), inactives show top-dose activity, negative = toxicity, most hits filed as cytotoxic;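 further: potency means the concentration at half of the fitted maximal effect; 0% = DMSO wells and -100% = cell-free medium wells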
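Knockdown cells (IDH1KD HT-1080) received compounds 2 h after plating at 750 cells/well and were kept 48 h at 37 °C in 5% FBS RPMI. A CellTiter-Glo luminescence read gave % activity for curve fitting.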
SW480 rereplic = A quantitative high throughput screen for small molecules that induce DNA re-replication in SW480 colon adenocarcinoma cells | SW480 DNA re-replication, Hoechst DNA content imaging, 48 h | Potency, µM (highest dose often 46.1 µM), for inactives: top-dose re-replication activation, usual class: activators | hit rate 1.8% among 340,000 | AID 624297, 2012; further: potency means the concentration at half of the fitted maximal effect; % of control where 0% means no effect; nearly all actives have a fitted effect of over 55% in size
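Image-based read-out: total Hoechst fluorescence of nuclei (405 nm excitation, 500-530 nm emission), with hits raising the fraction of high-intensity nuclei. SW480 colon cells incubated 48 hr with compounds at 37 C.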
KB-V1 MDR tox = qHTS assay for MDR1-selective chemotherapeutics: Primary screen using the drug-selected MDR subline cells KB-V1 | KB-V1 MDR cells viability, CellTiter-Glo, 72 h | Potency, µM (titrated, usually from 46.1 µM), for inactives: at the top dose activity change, negative = cytotoxicity, hits mostly cytotoxic | hit rate 3.4% among 400,000; further: potency means the concentration at half of the fitted maximal effect; on the % scale 0 is the no-effect control and ±100 the full control effect; nearly all actives have a fitted effect of over 60% in size
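Drug-selected KB-V1 cells, grown in DMEM lacking phenol red with 10% FBS, receive compound titrations; after three days at 37 degrees C, surviving cell ATP is quantified by CellTiter-Glo luminescence and responses normalized and curve-fitted.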
* hit, by the source's call; i = inactive; ? = inconclusive; nt = no result given; & = joins results of further samples; [ ] = remark or other dose. Unless noted, the call rests on the fitted dose curve; in most records, active means well fitted curve in the direction sought with a large enough effect; inconclusive means small, poorly fitted or top-dose-only effect, or another doubt; inactive means no such curve, though single readings can be large; an effect the other way counts as inactive or inconclusive.

Each structure is followed by: MCF10A rereplic	IL-1B inflam inh	WRN helicase inh	ATXN2 expr inh	HT1080-NT tox	KB-3-1 tox	HT1080 IDH1KD tx	SW480 rereplic	KB-V1 MDR tox
> CCC(=O)Nc1cccc2cccnc12
    3%	11	-4%	nt	13%	2%	12%	-39%[inhibitor]	2%
> COC(=O)c1ccc(CN2CCCC(C(=O)Nc3ccc(-c4ccn[nH]4)cc3)C2)cc1 (stereo unspecified)
    3%	16	-14%	0%	1%	nt	-2%	0%	nt
> COc1ccc2nc(SCC(=O)Nc3ccccc3C#N)[nH]c2c1
    -14%	9	-4%	8%	-7%	5%	0%	-2%	-17%
> Cc1noc2ncnc(N3CCN(c4cccc(Cl)c4)CC3)c12
    ?	-8	0%	?	-20%	?	-21%	-2%	-1%
> Nc1c(S(=O)(=O)O)cc(NC(=O)c2ccccc2)c2c1C(=O)c1ccccc1C2=O
    0%	-30	28µM*	nt	-11%	-22%	-9%	-14%	-2%
> CNC(=O)C(=O)N/N=C/c1cccnc1
    2%	13	-3%	2%	-1%	11%	1%	-18%	?
> O=C(N/N=C/c1ccccc1F)c1ccc(COc2ccccc2Cl)o1
    ?	?	-6%	-1%	-3%	8%	-1%	-2%	18µM*
> Cc1c(CN2CCC(C(=O)Nc3ccc(Oc4ccccc4)nc3)CC2)cnn1C
    8%	27	-3%	-1%	-1%	-10%	5%	?	13%
> CCOc1cc(CO)ccc1OCC(=O)N1CCCCC1
    4%	-5	5%	5%	13%	15%	8%	1%	-17%
> CCc1noc(C)c1C(=O)N(CCOC)c1c(N)n(CC(C)C)c(=O)[nH]c1=O
    0%	17	4%	2%	18%	-1%	8%	0%	?
> Cc1csc(NC(=O)C2CCCC2)n1
    -1%	24	-1%	29%	-9%	-3%	-11%	-5%	-6%
> CCOC(=O)c1c(NC(=O)C2=C(C)NC(=S)NC2c2ccccc2C(F)(F)F)sc(C)c1C (stereo unspecified)
    17%	-14	-22%[57.1 µM]	-17%	3%	0%	0%	?	?
> NC(=O)NN=C1CCn2cccc21
    -3%	-9	-9%	3%	3%	8%	?	-4%	-16%
> CC(=O)/C(N=Nc1cc2c(c([N+](=O)[O-])c1C)C(C)(C)CC2(C)C)=C(\C)O
    0%	-5	-28%	-2%	12%	-23%	14%	-4%	-1%
> C/C(=N\OC(=O)NC(C)C)c1sc(-c2ccc(Cl)cc2)nc1C
    6%	-17	-13%	23%	-5%	-22%	-20%	1%	-28%
> CC(=O)Nc1ccccc1OC(C)C(=O)NC(C)c1ccc(F)cc1 (stereo unspecified)
    -5%	19	2%	-14%	11%	-3%	6%	0%	-8%
> Cc1onc(-c2c(Cl)cccc2Cl)c1C(=O)NCc1ccc(S(N)(=O)=O)cc1
    -3%	28	7%	-1%	8%	6%	7%	-7%	26%
> O=C(NC(Cc1ccccc1)C(=O)O)/C(=C\c1ccco1)NC(=O)c1ccccc1Br (stereo unspecified)
    3%	10	5%	-4%	5%	0%	16%	?	-4%
> C=CCn1c(SCC(=O)N2CCC(C)CC2)nc2c([nH]c3ccccc32)c1=O
    nt	21	-5%	nt	9%	-27%	10%	nt	-23%
> CN(C)Cc1cc(OCc2ccccc2)cc(CN(C)C)c1O
    nt	?	1%	nt	-2%	5%	-1%	nt	-1%
> CC1=NN(c2ccc(S(=O)(=O)O)cc2Cl)C(=O)C1
    -2%	14	-14%	-12%	?	-3%	19%	-2%	-2%
> CC(C)(C)c1ccc(CS(=O)CC(O)CO)cc1 (stereo unspecified)
    -2%	7	2%	5%	5%	0%	8%	-5%	11%
> Cc1c(C(=O)NC(c2ccccn2)C(F)(F)F)oc2c(F)cccc12 (stereo unspecified)
    6%	28	8%[57.1 µM]	5%	-26%	7%	-3%	-5%	5%
> COc1ccc(OCC(=O)N2N=C(C(F)F)CC2(O)C(F)F)cc1 (stereo unspecified)
    29%	17	-34%	2%	2%	15%	-2%	2%	-23%
> CC(=O)c1nn(-c2cccc(Br)c2)cc1C(=O)c1ccco1
    12%	-5	-1%	-3%	-18%	-12%	2%	-1%	-2%
> Cc1ccc(-c2csc3nnc(SCC(=O)NCc4ccc5c(c4)OCO5)n23)cc1
    -3%	-5	9%	12%	-1%	-27%	-34%	-8%	?
> N#CCCN(CC(=O)O)S(=O)(=O)c1ccccc1
    ?	-17	5%	7%	-1%	10%	1%	1%	15%
> COc1ccccc1C(=O)Nc1ccnn1C1CCN(Cc2cnn(C)c2C)CC1
    6%	i	0%	5%	11%	-6%	27%	-4%	10%
> COc1ccc(N=Cc2c(O)n(-c3ccc(OC)cc3)c(=O)c3ccccc23)cc1
    ?	-20	-36%	-24%	17%	-17%	19%	20%	-21%
> COc1ccc(C2c3c(C)nn(-c4ccccc4)c3NC(=O)N2c2ccccc2)cc1 (stereo unspecified)
    ?	?	-7%	-5%	-19%	11%	-19%	?	5%
> O=S(=O)(c1ccc(=S)[nH]c1)N1CCCCCC1
    -3%	19	-6%	nt	12%	1%	0%	-5%	3%
> Cc1cc(-c2ccccc2)c2c3c(c(-c4ccccc4)n2n1)c(=O)n(C)c(=O)n3C
    -6%	28	-3%	-5%	-1%	-1%	2%	8%	-2%
> CCN(CC)N=Nc1ccc(S(=O)(=O)Nc2nc(C)cc(C)n2)cc1
    5%&-12%	13&9	11%&5%	-35%&-1%	10%&-1%	3%&-9%	-4%&-3%	2%&-44%	?
> COC(=O)c1ccc(COC(=O)CNS(=O)(=O)c2ccc(C)cc2)cc1
    ?	7	-7%	44%[activator]	21%	-2%	2%	-22%	-6%
> COC(=O)c1ccccc1NC(=O)COC(=O)/C=C/c1ccco1
    -1%	-1	-4%	-4%	-2%	2%	5%	-14%	-3%
> O=C(NCc1ccccc1)c1ccc(Cl)cc1
    4%	7	3%	8%	12%	11%	5%	6%	23%
> CC(OC(=O)c1cccc(-n2cnnn2)c1)C(=O)N(C)c1ccccc1 (stereo unspecified)
    22%	?	-10%	12%	2%	1%	-1%	84%	-9%
> O=C(c1ccc2ccccc2c1)C1CCCN(S(=O)(=O)c2cccnc2)C1 (stereo unspecified)
    16%	?	-2%	-28%	-10%	-2%	-11%	4%	16µM*
> CCNS(=O)(=O)c1ccc2nc(NC(=O)/C=C/c3cc(OC)c(OC)c(OC)c3)sc2c1
    0%	7	-4%	4%	17%	10%	17%	-3%	5%
> O=C(O)CCCC(=O)Nc1ccccc1Br
    -4%	12	-24%	2%	11%	1%	13%	-2%	0%
> Oc1cnc2ccccc2c1CN1CCOCC1
    -3%	46	4%	0%	-1%	1%	-6%	2%	0%
> CCc1cccc2c(C(=O)COC(=O)[C@@H]3CC(O)CN3S(=O)(=O)c3ccccc3[N+](=O)[O-])c[nH]c12 (stereo partly specified)
    -4%	-76*	-6%	-10%	?	-13%	?	-13%	?
> Fc1ccc(/C=N/n2c(-c3cccs3)n[nH]c2=S)cc1
    2%	-4	5%	-18%	-2%	1%	0%	0%	-14%
> CC1=NN(C(N)=S)C(=O)C1N=Nc1cccc(Cl)c1 (stereo unspecified)
    4%	-1	-8%[57.1 µM]	37%[activator]	-14%	0%	-19%	-17%	26%
> Cc1ccc(-c2c(C)cc3oc(=O)cc(-c4ccccc4)c3c2C)cc1
    -18%	40	-7%	-10%	1%	0%	3%	-39%[inhibitor]	0%
> O=C1Nc2ccccc2CCC1Sc1nnc(-c2ccc(Cl)cc2)s1 (stereo unspecified)
    17%	-5	2%	-8%	?	21µM*	4%	6%	18µM*
> CCNC(=O)C(=O)Nc1cc2c3c(c1)CCC(=O)N3CCC2
    -2%	16	-1%	nt	2%	-1%	1%	-4%	-2%
> CCOc1ccc(NC(=O)c2sc3nc(N4CCOCC4)c4c(c3c2N)CC(C)(C)OC4)cc1
    9%	-2	1%	nt	-4%	7.3µM*	-4%	7%	-18%
> COc1cc2[nH]ccc(=O)c2cc1OC
    -9%	-5	3%	4%	6%	13%	-1%	18%[9.22 µM]	7%
> O=C(CSCc1ccc(Cl)cc1)Nc1cccc(C(=O)O)c1
    1%	5	3%	7%	2%	15%	7%	-6%	0%
> CC(OC(=O)Nc1cccc(Cl)c1)C(=O)O (stereo unspecified)
    -7%	10	-5%	-1%	18%	14%	14%	0%	11%
> O=S(=O)(NCc1cccnc1)c1ccccc1
    0%	12	6%	3%	2%	4%	-1%	-3%	-2%
> CCCCNc1cc(Cl)nc(N)n1
    1%	34	2%	-3%	-6%	-21%	-19%	13%	?
> Cc1ccc(Cl)c(OCC(=O)OCC(=O)NC2CCCc3ccccc32)c1 (stereo unspecified)
    -3%	-4	4%	nt	1%	-4%	9%	0%	4%

Quoted at random: two compounds from above
Each structure is followed by: MCF10A rereplic	IL-1B inflam inh	WRN helicase inh	ATXN2 expr inh	HT1080-NT tox	KB-3-1 tox	HT1080 IDH1KD tx	SW480 rereplic	KB-V1 MDR tox
> CC1=NN(c2ccc(S(=O)(=O)O)cc2Cl)C(=O)C1
    -2%	14	-14%	-12%	?	-3%	19%	-2%	-2%
> Cc1ccc(Cl)c(OCC(=O)OCC(=O)NC2CCCc3ccccc32)c1 (stereo unspecified)
    -3%	-4	4%	nt	1%	-4%	9%	0%	4%

High-throughput results as filed in PubChem BioAssay.
